HSF1 inhib: HSF1 inhibition. NIH3T3-HGL HSE-luciferase, MG132-induced, luminescence 8 h; active compounds read low. activity change, negative = inhibition, % at 7.5 µM (by protocol). actives 0.77% (n = 300,000);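 active = more than half of replicate wells show activity change below -50%, luminescence cut by over half; inconclusive = some wells, but at most half, below -50%; inactive = no replicate well below -50%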;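 also: luciferase reports HSF-1 transcriptional activity via heat shock element; 0% = median of DMSO wells and -100% = zero luminescence signal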
Platelet DG rel: platelet dense granule release activity | inhibition, %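 (compounds screened at 7.5 µM in platelet-rich plasma)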 | actives 0.22% (n = 300,000) | human platelet-rich plasma, SFLLRN dense granule ATP release, luminescence;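 active = mean replicate score, as percent of positive control, at or above 50; inconclusive = mean below 50 but at least one replicate at or above 50; inactive = mean and every replicate below 50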
HIF activator: HIF pathway transcriptional activation; U2OS HRE-luciferase reporter, luminescence; normalized: DMSO 0%, desferrioxamine 100%; activation, % at 7.5 µM (by protocol); actives 0.32% (n = 300,000);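 active = mean activation of at least 10% of the iron chelator positive control signal, with at least half of replicates also reaching 10%; inconclusive = mean and replicate majority disagree about reaching 10%; inactive = mean and most replicates under 10%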
aSyn 5UTR inh: 5' untranslated region of α-synuclein, MLPCN primary screen. inhibition, % (tested at 7.5 µM). actives 0.82% (n = 300,000). alpha-synuclein 5'UTR reporter, inhibitor activity; in the data active = inhibition above about 60%; inconclusive = no clear call, values can overlap the other calls;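 also: H4 neuroglioblastoma cells stably carrying SNCA 5'UTR luciferase fusion; 0% = DMSO wells and 100% = positive control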
HSP90 inh: blocks HSP90-mediated luciferase refolding in reticulocyte lysate; Rabbit reticulocyte lysate, luciferase refolding luminescence, 3 h; inhibition, % at 5.6 µM; actives 0.91% (n = 290,000); AID 1789;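 active = inhibition above the screen-wide mean plus 3 SD, computed separately per campaign, cut at about 16% in these data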;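 also: 0% = DMSO wells and 100% = 60 µM geldanamycin wells; inhibitors lower the luminescence because luciferase stays unfolded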
KLF5 inh: kruppel-like factor 5 inhibition | inhibition, % at 5 µM | actives 0.23% (n = 290,000) | DLD-1 KLF5 promoter-luciferase reporter, luminescence;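 active = inhibition above a per-plate limit of that plate's mean compound inhibition plus 3 SD, cut at about 60% in these data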;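 also: 0% = DMSO wells and 100% = LY294002 at 200 µM; higher means less KLF5 promoter-driven luciferase light; inactives centre near -14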
AI-2 QS modul: modulates the Vibrio harveyi AI-2 quorum sensing system. Vibrio harveyi JMH597 AI-2 luminescence/OD600 ratio, 9 h; active compounds read low; strain lacks LuxN and CqsS sensors; 0 = neutral-control median. activity change, % at 7.5 µM. actives 0.4% (n = 300,000); in the data active = activity change below about -75%, passing the limit was not always enough; inconclusive = no clear call, values can overlap the other calls;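 also: luminescence divided by OD600 gain over 9 h not by final OD600 alone; inactives centre near 13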
HSF1 activator: increases HSF-1 driven luciferase reporter signal. NIH3T3-HGL HSF-1 luciferase reporter, MG132, 8 h; 100% = twice DMSO control signal. activation, % at 9 µM. actives 1.7% (n = 300,000);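 active = mean replicate activation of at least 50% with a set share of replicates each reaching 50%; inconclusive = only one of those two conditions met; inactive = mean below 50% and too few replicates reaching it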;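 also: 0% = median of the neutral control wells and 100% = twice that signal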
IEC-6 tox: IEC-6 cytotoxicity, counter-screen for KLF5 inhibitors; luminescence viability; actives 0.78% (n = 290,000); inhibition, % at 5 µM; AID 1825; in the data active = inhibition above about 22%;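 also: 0% = plate median of test compound wells and 100% = cytotoxic reference compound wells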
SKKanGAS inh: SKKanGAS growth inhibition; S. pyogenes SKKanGAS, kanamycin growth, BacTiter-Glo, 6 h; inhibition, % at 7.5 µM; actives 1.3% (n = 300,000); AID 1662;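 active = mean replicate score, as percent of positive control median, at least 50; inconclusive = mean below 50 but one replicate at or above 50; inactive = mean and every replicate below 50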;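 also: strain carries kanamycin resistance gene driven by streptokinase promoter and grows in 40 µg/ml kanamycin; loss of luminescence reflects streptokinase promoter inhibition or plain growth inhibition; 0% = median of DMSO wells and 100% = positive control at its reference dose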
An asterisk follows results filed as active; ? = inconclusive; . = no result given. An unsorted share of the library; overall some 6% were active at least once.

SMILES	HSF1 inhib	Platelet DG rel	HIF activator	aSyn 5UTR inh	HSP90 inh	KLF5 inh	AI-2 QS modul	HSF1 activator	IEC-6 tox	SKKanGAS inh
O=C(CCCn1c(=O)[nH]c2cc(Cl)ccc2c1=O)NC1CCCCCCC1	6	0	0.0	8	-4	-4	46	2	-1	-2
COc1cc(C2NCCC(=O)C2(C)C)cc(OC)c1OC (configuration not stated)	.	6	.	18	0	-6	23	.	2	1
CCOc1ccc2nc(N3CCC(C(=O)N4CCN(c5ncccn5)CC4)CC3)sc2c1	-8	4	1.0	-75	.	.	18	-8	.	-1
CCc1ccc(NC(=O)N(CCN(C)C)C(C)c2cccnc2)cc1 (configuration not stated)	0	-8	-0.4	-18	1	-22	-2	11	-2	3
C/C=C/c1ccc(OCC(=O)O)c(OC)c1	-3	-5	0.4	15	4	7	32	2	2	-6
COc1ccc(-c2nc3c(c(SCC(=O)N4CCCC4)n2)COC(C)(C)C3)cc1	-1	7	-0.1	14	-3	-15	20	-10	-9	8
Cc1ccc(C2=NN(C(=O)CCl)C(c3ccco3)C2)o1 (configuration not stated)	9	5	1.2	-22	-2	-14	3	38	5	2
COC(=O)c1sc2nc(CSc3nc4ccc(C)cc4[nH]3)[nH]c(=O)c2c1C	3	13	-0.1	22	8	-12	15	14	-4	10
O=[N+]([O-])c1cccc(S(=O)(=O)NCCOc2cccc3cccnc23)c1	-2	-7	0.2	10	-4	-10	11	-2	2	7
O=C(O)CCn1c(-c2ccccc2)cc2c1CCCC2=O	-6	17	0.2	2	3	-26	18	0	-4	-3
CCc1ccc(N(C(=O)c2csnn2)C(C(=O)NC(C)(C)C)c2ccccn2)cc1 (configuration not stated)	9	-1	3.7	-102	-5	-35	-2	23	0	-2
COC(=O)CCS(=O)(=O)c1cc(Cl)ccc1Cl	-5	-1	-0.2	-16	3	-2	10	3	-2	-13
CCSc1nc2ccccc2c(=O)n1C1CCOC(C)(C)C1 (configuration not stated)	1	3	0.1	-15	1	-11	20	37	0	-4
COc1cccc(-c2cc(C(=O)Nc3cc(C)on3)no2)c1	15	-1	1.1	11	-1	3	47	16	5	-4
O=C(NC1CCCCC1)C(c1ccccc1F)N(Cc1ccco1)C(=O)c1ccccn1 (configuration not stated)	3	10	-0.1	0	-5	-19	8	-1	-4	1
O=c1[nH]c2c(c(=O)n1Cc1ccccc1)CCC2	-12	2	-0.5	24	2	-23	28	0	4	1
COC(=O)CCC(=O)NNC(=O)c1ccc([N+](=O)[O-])cc1	-1	8	-0.8	-10	1	-20	5	10	-6	-3
O=C(CSc1nc2ccccc2[nH]1)NCc1ccc(F)cc1	4	23	-0.1	0	-1	3	38	0	5	-3
CC(=O)Nc1ccc(-c2csc(NC(=O)CN3C(=O)NC4(CCCC4)C3=O)n2)cc1	0	9	-0.1	-5	.	.	19	-4	.	28
Cc1ccc(S(=O)(=O)N(C)CC(=O)N(CC(C)C)C2CCS(=O)(=O)C2)cc1 (configuration not stated)	-1	-47	-0.2	-3	.	.	11	7	.	-5
COc1ccc(N(CC(=O)N2CCc3ccccc3C2)S(C)(=O)=O)cc1Cl	3	0	0.6	11	-1	-21	21	7	-6	-9
CC1CCCN(C(=O)COC(=O)Cc2ccc(Cl)cc2)C1 (configuration not stated)	-2	3	0.3	8	2	-19	23	6	-2	7
O=S(=O)(c1ccc2nc(-c3ccco3)c(-c3ccco3)nc2c1)N1CCOCC1	0	-2	-0.3	47	6	0	18	6	-9	-4
CCOc1ccc(NC(=O)COC(=O)c2ncc(Cl)c(Cl)c2Cl)cc1	-1	3	0.4	-7	0	0	-2	0	2	1
C[C@]12CCC(O)CC1=CCC1C2CC[C@]2(C)/C(=N\NC(N)=S)CCC12 (some centres not stated)	-2	-10	-2.0	-11	-1	-6	16	13	-5	-5
CCN(CC(=O)NCc1cccs1)C(=O)CN(C)S(=O)(=O)c1ccc(C)cc1	-6	1	0.4	-4	.	.	22	-7	.	-1
CS(=O)(=O)N1CCN(c2ccccc2NC(=O)C(c2ccccc2)c2ccccc2)CC1	1	1	0.7	17	4	6	24	9	1	-1
COc1ccc2c(c1)/C(=N/OC(=O)c1cccs1)CCC2	-4	2	0.0	1	7	-22	1	-13	8	7
COC(=O)c1ccc(-n2cnc3ccccc32)nc1	7	-9	2.5	-117	-5	-30	9	2	-4	-7
CNC(=O)Nc1ccc2nc(C)oc2c1	-4	15	-0.5	9	1	-6	12	2	1	4
CCN(C(=O)c1ccccc1F)c1nc(-c2ccc(OC)cc2)cs1	24	3	3.7	-199	-4	-109	11	16	2	8
CN(C)C(CNC(=O)c1ccccc1C(F)(F)F)c1ccco1 (configuration not stated)	0	-1	-0.4	27	2	-20	41	-4	2	-5
CCc1ccc(OCC(=O)Oc2ccc([N+](=O)[O-])cc2)cc1	-1	-1	-27	8	-4	-15	12	8	-7	-3
CN(Cc1ccccc1)C(=O)CC(=O)N(C)Cc1ccccc1	-4	-2	?	-3	5	-6	1	16	6	-6
COc1ccccc1CCC(=O)OCC(=O)Nc1cc(S(=O)(=O)N2CCOCC2)ccc1C	-1	.	-0.1	17	.	.	11	9	.	-2
COC(=O)c1[nH]c2ccccc2c1CN1CCOCC1	2	6	0.4	17	4	-40	-6	-2	1	-1
CN1CCC(NC(=O)Nc2ccc(Br)cc2)CC1	1	1	0.2	4	-5	-15	16	-2	-3	-7
CCCCCc1cc(=O)[nH]c(=S)[nH]1	-8	1	0.0	9	-1	-21	7	17	-3	0
Oc1ccc(-c2cnc(-c3ccc(O)cc3)nc2)cc1	42	14	2.0	-29	12	10	-7	67*	41*	-10
CCC1CCCCN1C(=O)c1c[nH]c2ccc(S(=O)(=O)N(C)c3ccc(Cl)cc3)cc2c1=O (configuration not stated)	-3	-7	-0.2	2	4	-48	22	-6	-4	-15
CCOC(=O)c1c(N=CN(C)C)c2cc([N+](=O)[O-])cnc2n1C	-3	-4	-0.2	11	-1	-4	23	-2	3	2
COc1ccc(Nc2nccc(OC)c2C#N)cc1	-2	-13	0.1	-13	0	-18	16	-11	-6	-6
Cc1ccc(F)cc1NC(=O)Cc1ncc(C(F)(F)F)cc1Cl	3	0	-0.5	9	2	14	4	44	4	-2
O=C(O)c1ccc(S(=O)(=O)Cc2ccccc2)cc1	-5	-1	-0.3	12	0	-26	28	-1	-9	14
COCCCN(C(=S)NC(=O)C(C)(C)C)c1c(N)n(Cc2ccccc2)c(=O)[nH]c1=O	-3	15	-0.2	-4	4	-20	24	-10	4	-14

10 entries from above, bar-delimited.
structure | HSF1 inhib | Platelet DG rel | HIF activator | aSyn 5UTR inh | HSP90 inh | KLF5 inh | AI-2 QS modul | HSF1 activator | IEC-6 tox | SKKanGAS inh
COC(=O)c1[nH]c2ccccc2c1CN1CCOCC1 | 2 | 6 | 0.4 | 17 | 4 | -40 | -6 | -2 | 1 | -1
CN1CCC(NC(=O)Nc2ccc(Br)cc2)CC1 | 1 | 1 | 0.2 | 4 | -5 | -15 | 16 | -2 | -3 | -7
CCCCCc1cc(=O)[nH]c(=S)[nH]1 | -8 | 1 | 0.0 | 9 | -1 | -21 | 7 | 17 | -3 | 0
Oc1ccc(-c2cnc(-c3ccc(O)cc3)nc2)cc1 | 42 | 14 | 2.0 | -29 | 12 | 10 | -7 | 67* | 41* | -10
CCC1CCCCN1C(=O)c1c[nH]c2ccc(S(=O)(=O)N(C)c3ccc(Cl)cc3)cc2c1=O (configuration not stated) | -3 | -7 | -0.2 | 2 | 4 | -48 | 22 | -6 | -4 | -15
CCOC(=O)c1c(N=CN(C)C)c2cc([N+](=O)[O-])cnc2n1C | -3 | -4 | -0.2 | 11 | -1 | -4 | 23 | -2 | 3 | 2
COc1ccc(Nc2nccc(OC)c2C#N)cc1 | -2 | -13 | 0.1 | -13 | 0 | -18 | 16 | -11 | -6 | -6
Cc1ccc(F)cc1NC(=O)Cc1ncc(C(F)(F)F)cc1Cl | 3 | 0 | -0.5 | 9 | 2 | 14 | 4 | 44 | 4 | -2
O=C(O)c1ccc(S(=O)(=O)Cc2ccccc2)cc1 | -5 | -1 | -0.3 | 12 | 0 | -26 | 28 | -1 | -9 | 14
COCCCN(C(=S)NC(=O)C(C)(C)C)c1c(N)n(Cc2ccccc2)c(=O)[nH]c1=O | -3 | 15 | -0.2 | -4 | 4 | -20 | 24 | -10 | 4 | -14

Going on with the list.
SMILES	HSF1 inhib	Platelet DG rel	HIF activator	aSyn 5UTR inh	HSP90 inh	KLF5 inh	AI-2 QS modul	HSF1 activator	IEC-6 tox	SKKanGAS inh
CC1=C(C(=O)Nc2ccc(C(=O)N3CCN(c4cccc(Cl)c4)CC3)cc2)SCCO1	-3	-7	0.4	-7	0	-2	25	-18	-1	9
O=C(Nc1ccc2c(c1)ncn2C1CCCCC1)c1ccco1	-48	-6	3.3	-117	-1	-55	23	-60	3	-4
NC(=O)COc1ccc(Nc2nnc(-c3ccc(O)cc3)c3ccccc23)cc1	-3	17	0.1	-11	-2	-30	12	-20	-1	6
Cc1ccc(S(=O)(=O)NC2(C(F)(F)F)NC(=O)N(CCc3ccccc3)C2=O)cc1 (configuration not stated)	-9	0	-0.5	21	3	-21	21	-1	8	4
Brc1ccc(NCc2nnc3n2CCCCC3)cc1	20	1	1.7	17	1	0	-8	29	6	-3
O=C(NCc1ccccc1F)C1CCCN1C(=O)Nc1ccc(Cl)cc1 (configuration not stated)	1	-2	-0.9	-19	0	-10	22	1	2	-5
CC(C)C(NC(=O)c1cccs1)c1nnc(SCC(=O)Nc2nccs2)n1C (configuration not stated)	1	5	-0.2	6	-2	-17	-6	-2	-4	0
S=C(NCc1cccnc1)Nc1ccc2c(c1)OCO2	-10	12	0.4	-54	0	-59	11	10	5	1
Cc1cccn2c(CN[C@H]3CCCCNC3=O)c(C(=O)N3CCOCC3)nc12	15	3	0.2	-2	2	13	16	45	4	-5
OCCNCc1ccc(OC2CCCC2)cc1	-5	7	-0.1	14	0	-39	12	8	6	1
COc1ccc(CN2CCC(CNC(=O)NC3CCCCC3)CC2)cc1	-7	5	0.7	2	2	-10	25	9	8	-5
Cc1ccnc(OC(C(=O)O)C(OCc2ccccc2)(c2ccc(F)cc2)c2ccc(F)cc2)n1 (configuration not stated)	-1	-1	0.1	7	-3	-31	4	0	-3	17
Cc1ccccc1NC(=O)c1cc(S(=O)(=O)N2CCOCC2)cn1C	1	17	-0.1	-17	-2	-12	-5	-3	-6	0
O=c1c2cn[nH]c2[nH]c(=S)n1-c1ccccc1	-10	-1	0.0	-8	-3	-37	12	-28	1	-2

High-throughput results from PubChem BioAssay.
